From PubChem BioAssay
TAG inh: reduces triacylglycerol accumulation in H9c2 cells | hit rate 0.66% among 230,000 | AID 651582 | inhibition, % at 12.5 µM | Nile Red lipid (TAG) fluorescence; cells loaded with 200 µM oleic acid;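 active = pattern-corrected inhibition of lipid staining of at least 50% with the nuclear-stain viability signal not falling by more than 50%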;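 also: 0% = DMSO wells and 100% = triacsin C control wells; some results filed as inactive read as strong as hits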
TAG inh DAPI viability: also measured in TAG inh; calls as there; DAPI nuclei signal change (viability), lower = more cytotoxic, %;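 whole-well DAPI fluorescence read on a plate reader as a viability signal; minus 50 percent equals half of cells still viable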
An asterisk follows results filed as active. The list is partial; the hit share may differ from the screen's.

molecule	TAG inh	TAG inh DAPI viability
Cc1cc(Br)ccc1NC(=O)CN(C)C(=O)CN1C(=O)NC2(CCCC2)C1=O	4	4
Cc1ccc(NC(=O)COC(=O)CCc2ccc(S(=O)(=O)N3CCOCC3)cc2)cc1C	-5	2
NC(=O)N1CCc2ccccc21	-8	-4
CCCCC(=O)Nc1ccc(C(=O)c2ccccc2)cc1	9	-10
CCOC(=O)c1ccccc1NC(=O)c1ccccc1N(C)S(C)(=O)=O	1	-2
CC(C)CN1CCC(=O)N(CCSc2ccc(Br)cc2)CC1	7	6
COc1ccc(-c2csc(NC(=O)CN3C(=O)NC4(CCCC4)C3=O)n2)cc1OC	-1	0
COc1cccc(-c2cnc3c(NC(C)=O)cc(-c4cccc(NS(C)(=O)=O)c4)cn23)c1	7	1
CCOC(=O)c1cc(C#N)c(SCC(=O)Nc2ccc(C(C)=O)cc2)[nH]c1=O	-2	12
Cc1n[nH]c(C)c1CN(C)C(=O)C1CCC(=O)N(CC2CCCCC2)C1 (stereo not given)	-16	7
Cc1cc(NC(=O)CSc2ccc(F)cc2)no1	6	-5
CC(C)(C)c1ccc(OCCC(=O)OCC(=O)NCc2ccccc2)cc1	8	-4
Cc1ccc(S(=O)(=O)NCC2CCC(C(=O)NCc3ccco3)CC2)cc1 (stereo not given)	9	-6
COc1cc(/C=N/NC(=O)c2cccc(S(=O)(=O)N3CCCCC3)c2)cc(Br)c1O	-1	-5
CC(C)CN(C(=O)COC(=O)C12CC3CC(CC(O)(C3)C1)C2)c1c(N)n(Cc2ccccc2)c(=O)[nH]c1=O	-8	0
Nc1ncc(-c2ccccc2)c(-c2ccc(OCc3ccccc3)cc2O)n1	-12	10
Cc1cccc(C)c1NC(=O)CCCN1CC(C)OC(C)C1 (stereo not given)	2	0
CC1CC(=O)Nc2ccccc2N1C(=O)Nc1ccccc1 (stereo not given)	21	1
CCN1CCN(C(=O)C2CCN(c3nnc(-n4c(C)ccc4C)s3)CC2)CC1	10	-2
CCCCCCC1CC(CCC(=O)Nc2ccc([N+](=O)[O-])cc2)C(=O)O1 (stereo not given)	-11	-1
Cc1onc(-c2c(Cl)cccc2Cl)c1/C(N)=N/OC(=O)C(C)(C)C	-4	5
COc1ccc(-c2cn3cccnc3n2)cc1NS(=O)(=O)c1ccccc1	6	-2
O=c1c(/C=N\NS(=O)(=O)c2ccccc2)coc2ccc(Cl)cc12	12	-5
CCCCn1c2nc3ccccc3nc2c2c(=O)n(-c3ccccc3)cnc21	13	63
CC(OC(=O)CNC(=O)c1cccc(F)c1)C(=O)NC1CCCCC1C (stereo not given)	-4	-6
Cc1nc2nc[nH]n2c(=O)c1NC(=O)c1cccc(OCC(C)C)c1	-7	1
CO/N=C/C(=N\Nc1ccc(OC)cc1)C(=O)c1ccc(F)cc1	0	-2
Cc1cc(NCCO)c2ccccc2n1	-10	21
CC(=O)Cn1nnc2sc3c(c2c1=O)CCC(C(C)(C)C)C3 (stereo not given)	16	1
COc1ccc(-c2c(C)oc3c(CN4CCN(C)CC4)c(O)ccc3c2=O)cc1	5	44
CCCC(=O)Nc1ccc(Sc2ccc([N+](=O)[O-])cc2)cc1	9	-9
COc1ccccc1-c1nnc(NC(=O)c2ccc(S(=O)(=O)N(C)CC3CCCO3)cc2)o1 (stereo not given)	13	0
Cc1c(CN2CCCC(C(=O)c3cccc(Cl)c3)C2)c(=O)n(-c2ccccc2)n1C (stereo not given)	2	-7
CCOC(=O)c1sc(=S)n(CC)c1NC(=O)c1ccccc1C	-6	4
O=C(Cc1nc(-c2ccc(Br)s2)cs1)NCCN1CCOCC1	23	-1
Cc1nn2c(-c3ccco3)nnc2c2ccccc12	20	-5
S=C(NCCc1ccccc1)Nc1ccccc1N1CCOCC1	-9	-3
CCOC(=O)c1ccc(COC(=O)c2cc3ccccc3oc2=O)o1	-12	7
O=C(Nc1ccccc1)C1=C[C@@H](c2ccccc2)C[C@@H](OCc2ccc(CO)cc2)O1	-44	2
Cn1c(CSc2nc3ccccc3s2)n[nH]c1=S	-6	5
Cc1ccc2oc3c(SCc4nc5ccccc5[nH]4)nc(C)nc3c2c1	-7	5
O=C(C[C@H]1C[C@H](C(=O)N2CCOCC2)[C@@]2(CCC3CCCC3)c3[nH]c4ccc(Cl)cc4c3CCN2C1=O)NCCCn1ccnc1	20	-6
CCCS(=O)(=O)NC(=O)C1(C)CCCN(C(=O)c2ccc(F)c(Cl)c2)C1 (stereo not given)	8	-4
CCN(CC)c1ccc(C(=O)OCC(=O)NC(C)(C)C)cc1	16	-4
CCN(CC)C(=N)N1c2ccccc2CCC1C (stereo not given)	-9	-11
N#Cc1cn(Cc2ccncc2)c(=O)[nH]c1=O	4	-12
CC(C)OC(=O)C(C#N)c1nc2ccccc2nc1N1CCN(Cc2ccccc2)CC1 (stereo not given)	3	-5
COc1ccccc1S(=O)(=O)Nc1ccc2nc(C)sc2c1	-7	-1
COc1ccc(N2CC(C(=O)Nc3ncccc3C)CC2=O)cc1 (stereo not given)	-5	4
O=C(Nc1ccc(O)cc1)c1cc2ccccc2c(=O)s1	2	-10
CSc1nc(C)cc(OCC#N)n1	-4	-2
Cc1cccc(C)c1-n1c(C)nn(-c2ncc(C(F)(F)F)cc2Cl)c1=O	-10	-11
Cc1ccc(/C=N/NC(=O)c2ccc3nc[nH]c3c2)s1	2	11
Cc1ccc(NC(=O)CN2C(=O)NC(Cc3ccccc3)C2=O)cc1Cl (stereo not given)	1	-17
O=C(COc1ccc(Cl)cc1Cl)OCC(=O)N1CCCc2ccccc21	11	3
CC(C)NC(=O)C1(C)CCN1C(=O)C1(c2ccccc2)CCCC1 (stereo not given)	8	3
O=C1C=C(c2ccccc2Oc2ccccc2)C[C@@H](c2ccc(F)cc2)C1	-14	6
O=C(CSc1nc2c(c(=O)n1-c1ccc(F)cc1)SCC2)NCc1ccco1	6	-10
c1ccc(C2(CN3CCNC[C@@H]3CC3CCCCC3)CC2)cc1	-5	21
O=C(NCC(c1ccccc1)N1CCCC1)C1CCN(C(=O)Nc2ccccc2)CC1 (stereo not given)	10	2

The list continues:
molecule	TAG inh	TAG inh DAPI viability
O=C(CSc1nc2ncccc2[nH]1)c1ccc(F)cc1	-11	-19
O=C(Nc1cccc(Cl)c1Cl)c1ccccc1NC(=O)C1CC=CCC1C(=O)O (stereo not given)	-7	-2
COc1ccc(N2C(=O)C3C4C=CC(C4)C3C2=O)c([N+](=O)[O-])c1 (stereo not given)	17	-2
CC(C(=O)O)N1C(=O)c2ccccc2C1=O (stereo not given)	-10	4
CNC(=S)Nc1ccc(C(N)=O)cc1	-5	-6
NS(=O)(=O)c1ccc(NC(=O)CNC(=O)c2ccc3c(c2)OCO3)cc1	-23	15
CN(C(=O)CC1C(=O)NCCN1Cc1cccc(F)c1F)C1CCOCC1 (stereo not given)	-10	10
CCCc1nc2ccccc2n1CC(O)COc1ccc(NC(C)=O)cc1 (stereo not given)	3	-1
C/C(=N\NC(=O)c1c(Br)c(C)nn1C)c1ccc(NC(=O)C(C)Oc2ccc(Cl)cc2C)cc1 (stereo not given)	-70	4
Cc1cc(N)n(-c2nc(-c3cccnc3)nc3ccccc23)n1	16	-6
O=C(COC(=O)c1n[nH]c2ccccc12)NC(=O)NC12CC3CC(CC(C3)C1)C2	-6	26
CN(CC(=O)Nc1ccc(Cl)c(Cl)c1)C(=O)C1CCC1	-36	-8
c1nc(NC2CCCCCC2)c2[nH]cnc2n1	0	-3
O=C(CSc1nc(N2CCOCC2)nc(N2CCOCC2)n1)Nc1ccc([N+](=O)[O-])cc1	20	0
O=S(=O)(NC1=NCCCCC1)c1ccc2sc(NS(=O)(=O)c3ccc4ccccc4c3)nc2c1	18	-5
CCCCn1c(N)c(N(CC(C)C)C(=O)CSc2nn(-c3ccc(F)cc3)c(=S)s2)c(=O)[nH]c1=O	-13	1
CCOc1ccccc1C(=O)N/N=C/c1c[nH]c2ccccc12	11	-2
COc1ccccc1N(CCOc1ccccc1)S(=O)(=O)c1ccccc1	-12	6
Cc1ccnc(NC(=O)CNC(=O)c2ccc(Br)o2)c1	-14	-5
CCCCC(=O)NC(c1ccco1)c1c(O)ccc2ccccc12 (stereo not given)	-34	-5
COc1ccc(S(=O)(=O)N2CCOC23CCN(S(=O)(=O)c2c(C)cc(C)cc2C)CC3)cc1	-22	0
O=C1C2C(c3ccccc3)C=CC(c3ccccc3)C2C(=O)N1c1ccncc1 (stereo not given)	-4	1
O=c1c(C=NCC2CCCO2)c(-c2ccccc2)[nH]n1-c1ccc([N+](=O)[O-])cc1 (stereo not given)	12	-2
Cc1ccccc1N1CC(C(=O)Nc2nnc(SCCC3OCCO3)s2)CC1=O (stereo not given)	-7	-12
CCN(CC(=O)Nc1ccccc1C(=O)NC1CC1)Cc1cccs1	-21	-2
O=C(COc1ccc(Br)cc1)NCC1COc2ccccc2O1 (stereo not given)	-18	6
CC(OC(=O)CCC1CCCCC1)C(=O)Nc1ccc(S(N)(=O)=O)cc1 (stereo not given)	-22	-3
S=C(NC1CCCCC1)N1CCN(Cc2ccccc2Cl)CC1	10	-16
Cc1ccc(C(=O)NC(N2CCCC2)C(Cl)(Cl)Cl)cc1 (stereo not given)	-19	5
O=C(C(Cc1ccccc1)N1C(=O)c2ccccc2C1=O)N1CCc2ccccc21 (stereo not given)	1	10

A different layout for 4 compounds above.
Cc1ccc(C(=O)NC(N2CCCC2)C(Cl)(Cl)Cl)cc1 (stereo not given)
  TAG inh = -19; TAG inh DAPI viability = 5

COc1ccccc1N(CCOc1ccccc1)S(=O)(=O)c1ccccc1
  TAG inh = -12; TAG inh DAPI viability = 6

O=C(COc1ccc(Br)cc1)NCC1COc2ccccc2O1 (stereo not given)
  TAG inh = -18; TAG inh DAPI viability = 6

COc1ccc(S(=O)(=O)N2CCOC23CCN(S(=O)(=O)c2c(C)cc(C)cc2C)CC3)cc1
  TAG inh = -22; TAG inh DAPI viability = 0

Additional entries follow:
molecule	TAG inh	TAG inh DAPI viability
CC(C)c1nnc(NC(=O)C2CCCN2C(=O)Nc2ccccc2F)s1 (stereo not given)	4	-1
CCOC(=O)C1CCN(C(=O)COc2ccc(N(C)S(=O)(=O)c3ccc(OCC)cc3)cc2)CC1	-7	-4
COc1ccc(CNC(=O)c2cn(Cc3ccccc3F)c(=O)s2)cc1	-12	7
O=C(Cn1ncc2c3ccccc3n(Cc3ccccc3F)c2c1=O)N1CCN(c2ccccn2)CC1	-4	-12
COc1cccc(NC(=O)CNC(=O)c2ccccc2)c1	13	-14
CCOc1ccc(C(=O)O/N=C(\N)c2ccccn2)cc1	2	1
CCCCN(C(=O)C(C)(C)Oc1ccc(Cl)cc1)c1c(N)n(CCC)c(=O)[nH]c1=O	-6	-6
CCc1cccc(NC(=O)c2snc3c(=O)[nH]cnc23)c1	2	-7
O=C(NC1CCCCC1)c1ccc(CNc2ccccc2)o1	-13	1
CCC(Oc1ccccc1)C(=O)NC1CCCCCC1 (stereo not given)	5	-5
N#CCCN(Cc1ccncc1)C(=S)NC1CC2C=CC1C2 (stereo not given)	-14	10
Cc1cccc(-n2c(O)c(C=Nc3ccc4c(c3)OCO4)c3ccccc3c2=O)n1	4	6
COc1ccc(NS(=O)(=O)c2cccc(C(=O)N/N=C/c3cn(-c4ccccc4)nc3-c3ccccc3)c2)cc1	60*	-8.6*
Cc1cc(=O)oc2cc(OCC(=O)N3CCN(c4ccccc4)CC3)ccc12	-3	0
O=C1CC(c2ccccc2)=NN1c1ccccc1	-2	6
COc1ccc(CN2CCN(c3cc(C)nc4c5c(C)cc(C)nc5nn34)CC2)cc1F	20	107
CCSc1nnc(NC(=O)NC(CC)(C(F)(F)F)C(F)(F)F)s1	6	-3
Cn1cc(CNC(=O)C2c3ccccc3Oc3ccccc32)cn1	-8	6
CCCN(C(=O)C(=O)Nc1ccc2nc3n(c(=O)c2c1)CCCCC3)c1ccc(OCC)cc1	5	3
COc1ccc(C(=O)CC(=O)C(=O)Nc2cc(Cl)c(OC)cc2OC)cc1	-1	-7
C=CCN(CC=C)CCOc1cc(C)ccc1[N+](=O)[O-]	-2	-3
COc1ccc(S(=O)(=O)CCc2nnc(NC(C)=O)s2)cc1	-17	18
O=C(Nc1ncccc1O)c1ccc(NS(=O)(=O)c2ccc3[nH]c(=O)[nH]c3c2)cc1	-6	0

Complete entries as entered above. Screens in order: TAG inh | TAG inh DAPI viability
`COc1ccc(NS(=O)(=O)c2cccc(C(=O)N/N=C/c3cn(-c4ccccc4)nc3-c3ccccc3)c2)cc1` across the screens: 60* | -8.6*
`O=C(Nc1ccc(O)cc1)c1cc2ccccc2c(=O)s1` across the screens: 2 | -10

Copied from the list.
TAG inh result of `COc1ccc(CN2CCN(c3cc(C)nc4c5c(C)cc(C)nc5nn34)CC2)cc1F` reads 20
TAG inh result of `Cn1cc(CNC(=O)C2c3ccccc3Oc3ccccc32)cn1` reads -8
TAG inh result of `COc1ccc(C(=O)CC(=O)C(=O)Nc2cc(Cl)c(OC)cc2OC)cc1` reads -1
TAG inh DAPI viability result of `CCSc1nnc(NC(=O)NC(CC)(C(F)(F)F)C(F)(F)F)s1` reads -3
